Bioassay records: PubChem, National Center for Advancing Translational Sciences (NCATS)
DT40 TDP1 CPT: growth inhibition of DT40 Tdp1-/-;hTDP1 cells with camptothecin (screen for TDP1 inhibitors); chicken DT40 Tdp1-/-;hTDP1 cells + 20 nM CPT, ATP luminescence, 48 h; Potency, µM (top dose mostly 46.2 µM), for inactives: top-dose activity change, negative = growth inhibition, usual class: inhibitors; actives 12% (n = 420,000); note: nearly all actives have a fitted effect of over 55% in size
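Chicken DT40 Tdp1-/- cells complemented with human TDP1, 400 cells/well, exposed to compounds plus 20 nM camptothecin for at least 48 h at 37 C; viability read as ATP content by CellTiter-Glo luminescence.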
TDP1 inh: TDP1 (human) enzyme inhibition; Q9NUW8; recombinant TDP1, AlphaScreen DNA substrate cleavage; Potency, µM (series often up to 130 µM), without a hit: at the highest dose activity change, negative = inhibition, actives largely listed as inhibitors; actives 0.28% (n = 350,000); AID 485290; note: nearly all actives have a fitted effect of over 40% in size
Target sequence (Q9NUW8 whole entry, looked up): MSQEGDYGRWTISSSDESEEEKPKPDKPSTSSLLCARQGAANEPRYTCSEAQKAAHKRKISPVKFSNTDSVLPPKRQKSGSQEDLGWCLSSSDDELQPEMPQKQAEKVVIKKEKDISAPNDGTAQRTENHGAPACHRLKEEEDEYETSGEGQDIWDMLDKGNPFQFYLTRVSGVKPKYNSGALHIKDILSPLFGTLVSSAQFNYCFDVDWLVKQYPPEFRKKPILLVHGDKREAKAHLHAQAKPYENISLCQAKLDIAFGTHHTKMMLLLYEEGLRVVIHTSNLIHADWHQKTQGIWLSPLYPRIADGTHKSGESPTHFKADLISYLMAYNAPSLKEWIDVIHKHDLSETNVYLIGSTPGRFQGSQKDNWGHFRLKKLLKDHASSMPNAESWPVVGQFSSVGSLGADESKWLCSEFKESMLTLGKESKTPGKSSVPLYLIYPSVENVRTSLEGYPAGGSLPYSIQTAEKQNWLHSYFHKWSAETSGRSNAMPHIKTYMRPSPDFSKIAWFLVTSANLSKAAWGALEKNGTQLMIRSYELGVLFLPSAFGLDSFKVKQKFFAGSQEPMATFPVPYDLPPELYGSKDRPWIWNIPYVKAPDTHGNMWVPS
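Tdp1 1 nM final; 15 min RT w/ cpd; substrate 15 nM, 5 min; beads 10 ug/ml, 10 min; AlphaScreen read. Neg ctrl: no enzyme.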
TDP1 cell noCPT: qHTS for Inhibitors of human tyrosyl-DNA phosphodiesterase 1 (TDP1): qHTS in cells in absence of CPT. DT40 Tdp1-/- hTDP1 cells, no CPT, ATP luminescence, 48 h. Potency, µM (series often up to 46.2 µM), without a hit: top-dose activity change, negative = growth inhibition, usual class: inhibitors. actives 15% (n = 420,000); note: nearly all actives have a fitted effect of over 55% in size
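Compound effects on proliferation are scored in DT40 Tdp1-/-;hTDP1 cells in the absence of CPT. ATP levels (CellTiter-Glo luminescence) are recorded after a ≥48 hr, 37 °C incubation.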
* = called active by the depositor; ? = inconclusive; . = not tested or not shown; [ ] = another dose, or the depositor's remark. Calls come from the whole dose curve; as a rule, active = well fitted curve in the direction sought with a large enough effect; inconclusive = small, poorly fitted or top-dose-only effect, or another doubt; inactive = no such curve, though single readings can be large; an effect the other way counts as inactive or inconclusive. % is set by controls: 0 for no effect and ±100 for the full control effect; potency is the fitted concentration of half-maximal effect.

| No. | structure | DT40 TDP1 CPT | TDP1 inh | TDP1 cell noCPT |
| --- | --- | --- | --- | --- |
| 1 | O=C(COCc1cc(-c2ccc3c(c2)OCO3)on1)Nc1cc(Cl)ccc1O | -14% | 4% | ? |
| 2 | Cc1cccc(N2C(=O)CSC23C(=O)N(CC(=O)NCc2ccccc2Cl)c2ccccc23)c1 (stereo not given) | ? | 2% | 21µM* |
| 3 | O=C(COC(=O)CCC(=O)c1cccs1)Nc1ccc(S(=O)(=O)N2CCOCC2)cc1 | 9% | 2% | -23% |
| 4 | COc1ccc(C)cc1NC(=O)NCCCCc1ccccc1 | -22% | 0% | 13% |
| 5 | Cc1cc2c(cc(C(=O)OC(C(=O)NCC3CCCO3)C(C)C)n2C)o1 (stereo not given) | ? | 6% | -26% |
| 6 | CC(=O)Nc1ccc(S(=O)(=O)N2CCCN(S(=O)(=O)c3ccc(NC(C)=O)cc3)CC2)cc1 | ? | 9% | ? |
| 7 | COc1cccc(-n2c(C)c(C(C)=O)c(C(C)=O)c2C)c1 | -2% | 5% | -13% |
| 8 | COc1ccccc1OCc1n[nH]c(=S)n1Cc1ccccc1 | 3% | 5% | -2% |
| 9 | O=C(CSc1nnc(-c2ccncc2)n1-c1ccc(Cl)cc1)Nc1ccc(C(=O)O)cc1 | -4% | 2% | -9% |
| 10 | Cc1ccc(C)c(Cn2cnc3c(oc4ccccc43)c2=O)c1 | ? | -4% | ? |
| 11 | O=C(/C=C/c1ccccc1Cl)Nc1cccnc1 | -10% | 4% | -24% |
| 12 | COc1ccc(O)c(C(=O)N2CCC3(CC2)c2ccccc2[C@@H](NC(=O)c2ccccn2)[C@@H]3OC)c1 | 2%[9.04 µM] | . | -27% |
| 13 | CCOc1ccc(-n2cnnn2)cc1S(=O)(=O)NCc1ccccc1 | 2% | 5% | 3% |
| 14 | CC(NC(=O)C(=O)NN=C1CCCCCC1)c1ccccc1 (stereo not given) | 1% | 1% | -5% |
| 15 | COc1ccc(-n2cnc(N)c2C(=O)c2cccc([N+](=O)[O-])c2)cc1 | 16µM* | 3% | ? |

More records.
| No. | structure | DT40 TDP1 CPT | TDP1 inh | TDP1 cell noCPT |
| --- | --- | --- | --- | --- |
| 16 | COc1ccc(N2CC(C(=O)Nc3nnc(SCc4cccnc4)s3)CC2=O)cc1 (stereo not given) | 0% | 8% | -18% |
| 17 | CCN1CCN(CCCNC(=O)c2cc3c(=O)n(CC)c4ccccc4c3s2)CC1 | ? | 2% | ? |
| 18 | Cn1c(=O)oc2cc(S(=O)(=O)NC(CC(=O)O)c3cccc(Br)c3)ccc21 (stereo not given) | 29% | 3% | 10% |
| 19 | COc1ccc(OC)c(N(CC(=O)Nc2cccc(C(F)(F)F)c2)S(C)(=O)=O)c1 | 10% | 6% | ? |
| 20 | O=C1C(F)=CC(COC(c2ccccc2)(c2ccccc2)c2ccccc2)OC1n1cc(F)c(=O)[nH]c1=O (stereo not given) | 1.6µM* | . | 1.5µM* |
| 21 | CC(C)(C)c1csc(N(CCC#N)CCC#N)n1 | -4% | 1% | -21% |
| 22 | CCC(C)n1c(SCC(=O)NC2CCS(=O)(=O)C2)nc2ccccc2c1=O (stereo not given) | -22% | 5% | -30% |
| 23 | COc1ccccc1N/C(=N/S(=O)(=O)c1ccc(C)cc1)c1ccc(Cl)cc1 | 16µM* | 8% | ? |
| 24 | Cc1cccc(C)c1NC(=O)Cn1cnc2c(=O)n(C)c(=O)n(C)c21 | -17% | -2% | -20% |
| 25 | O=C(Nc1cccc(-n2cnnn2)c1)C1CCCN(C(=O)Cc2cccc(Cl)c2)C1 (stereo not given) | ? | . | ? |
| 26 | Clc1ccc(C[n+]2cc(-c3ccccc3)n3c2CCC3)cc1 | 2.9µM* | 4% | 5.2µM* |
| 27 | O=C(NNS(=O)(=O)c1ccc([N+](=O)[O-])cc1)c1ccccc1 | -4% | . | 3% |
| 28 | O=C(c1cccs1)N1CCC(c2nc3ccccc3s2)CC1 | -14% | 7% | ? |
| 29 | CCOc1ccc(C(=O)NCC(c2ccc3c(c2)OCO3)N2CCN(c3ccccc3F)CC2)cc1 (stereo not given) | 16µM* | 8% | 21µM* |
| 30 | CC(=O)c1ccc(OC(=O)c2ccc(-n3nc(C)cc3C)cc2)cc1 | -1% | 4% | -18% |

(next part)
| No. | structure | DT40 TDP1 CPT | TDP1 inh | TDP1 cell noCPT |
| --- | --- | --- | --- | --- |
| 31 | O=C1Nc2c(Cl)cccc2C1=O | 15µM* | . | 23µM* |
| 32 | COc1ccc(CNC(=O)CC2C[C@H](C(=O)N(C(C)C)C(C)C)[C@@]3(C)c4[nH]c5ccccc5c4CCN3C2=O)cc1OC (stereo not given in full) | ? | 4% | ? |
| 33 | O=C(O)C1C2C=CC(C2)C1C(=O)NCCc1ccccc1 (stereo not given) | -3% | 3% | -7% |
| 34 | CC1CC(C)CN(CCCNC(=O)c2csc3c2CCCC3)C1 (stereo not given) | ? | 2% | ? |
| 35 | CC(=O)Nc1ccc2c(c1)nc(CCN1CCN(C)CC1)n2C | -14% | 6% | -1% |
| 36 | Cc1cccc(NCC(=O)N/N=C\c2c[nH]c3ccccc23)c1 | ? | 1% | ? |
| 37 | COCCn1c(SCC(N)=O)nc2c(c1=O)SC(C)C2 (stereo not given) | 9% | 5% | -3% |
| 38 | Cc1c(Br)c([N+](=O)[O-])nn1CC(=O)Nc1sc2c(c1C(=O)OC(C)C)CCCC2 | -27% | 2% | ? |
| 39 | Cc1nnc(-c2cnn(C)c2N)n1Cc1ccccc1 | 2% | -4% | 11% |
| 40 | Cn1ccc(C(=O)Oc2ccc(C(=O)Nc3ccc(F)cc3F)cc2)n1 | -11% | 6% | -11% |
| 41 | Cc1cccc(C(=O)OCc2cc(=O)n3nc(C4CC4)sc3n2)c1 | -4% | -1% | -8% |
| 42 | CC(=O)NC(C)c1nc2ccccc2n1C(C)C (stereo not given) | -25% | 3% | ? |
| 43 | CC1(C(=O)Nc2cccc(OC(F)(F)F)c2)Cc2c(-c3ccc(C(N)=O)cc3)ccnc2O1 (stereo not given) | ? | . | 16µM* |
| 44 | CNC[C@H]1Oc2c(NC(=O)c3ccc(-c4nccs4)cc3)cccc2C(=O)N([C@@H](C)CO)C[C@@H]1C | 10% | 1% | 6% |
| 45 | O=C(O)COc1ccccc1/C=N/NC(=O)COc1ccc(-c2ccccc2)cc1 | 3% | 3% | 29µM* |

(continued)
| No. | structure | DT40 TDP1 CPT | TDP1 inh | TDP1 cell noCPT |
| --- | --- | --- | --- | --- |
| 46 | CCOc1ccc(Cc2nnc(SCC(=O)c3ccc(OC)cc3)o2)cc1 | ? | -2% | ? |
| 47 | O=C(NC(=S)NNC(=O)c1ccccc1O)c1cccnc1 | ? | 1% | 21µM* |
| 48 | Cc1ccc(-n2ncc3c(Nc4ccc5c(c4)OCCO5)ncnc32)cc1Cl | ? | 3% | 23µM* |
| 49 | CC(OC(=O)CC1CCCC1)C(=O)Nc1ccc(Cl)cn1 (stereo not given) | -10% | -9% | -8% |
| 50 | COc1ccc(-n2c(C)c([N+](=O)[O-])c3ccc(O)c(CN4CCCCC4)c32)cc1 | 16µM* | 10% | ? |
| 51 | CCOC(=O)N1CCN(C(=O)c2c(-c3ccccc3Cl)noc2C)CC1 | -16% | 1% | -34% |
| 52 | CC(C)(C)NC(=O)CN(C(=O)CCN1CCCc2ccccc21)C(C)(C)C | ? | 2% | ? |
| 53 | CC(=O)Nc1ccc(S(=O)(=O)Nc2nc3ccccc3nc2Nc2cccc(S(N)(=O)=O)c2)cc1 | -5% | 5% | -1% |
| 54 | CCOC(=O)c1nnn(-c2nonc2N)c1-c1ccc(Cl)cc1 | 6% | -2% | 8% |
| 55 | CC(Sc1nnc2ccccn12)C(=O)NCc1ccc2c(c1)OCO2 (stereo not given) | 0% | 7% | 3% |
| 56 | O=C1CC(C(=O)Nc2ncccn2)C(c2ccccc2)O1 (stereo not given) | -2% | -6% | -18% |
| 57 | CCOc1ccccc1C(=O)NC1CC2CCCC(C1)N2C1CC1 (stereo not given) | -26% | -1% | -24% |
| 58 | COc1ccc(CC(=O)N2CC(C)CC(C)C2)cc1OC (stereo not given) | -3% | 1% | -10% |
| 59 | CN(C(=O)C1CCCCC1)C1(C)CCS(=O)(=O)C1 (stereo not given) | 14% | -9%[0.505 µM] | -2% |
| 60 | CC(C)NS(=O)(=O)c1ccc(OCC(=O)NCCC2=CCCCC2)cc1 | -29% | 0% | ? |

More entries:
| No. | structure | DT40 TDP1 CPT | TDP1 inh | TDP1 cell noCPT |
| --- | --- | --- | --- | --- |
| 61 | CCS(=O)(=O)N1CCC(NC(C)=O)(c2ccccc2)CC1 | -12% | 5% | -2% |
| 62 | CC(=O)c1cccc(NC(=O)N2C3CCC2CC(NC(=O)Nc2ccccc2)C3)c1 (stereo not given) | -4% | 3% | -6% |
| 63 | CCOc1ccc(Br)cc1C(=S)N1CCCC1 | -35% | . | -22% |
| 64 | CC(Sc1cccc[n+]1[O-])C(=O)Nc1cc(Cl)c(Cl)cc1Cl (stereo not given) | 13% | 0% | -28% |
| 65 | CNC(=S)NC1(C)CCS(=O)(=O)C1 (stereo not given) | 0% | . | 14% |
| 66 | Cc1cccc(-n2ncc3c2CCCC3NC(=O)C2CCOCC2)c1C (stereo not given) | ? | 2% | 15µM* |
| 67 | COc1ccc(Oc2nc(-c3ccncc3)nc3ccccc23)cc1 | -3% | 5% | ? |
| 68 | CCCC(=O)Nc1sc(C)c(C)c1C#N | 2% | 0% | -15% |
| 69 | Cn1c(=O)c2c(nc(Sc3nc4ccccc4n3CC(=O)N3CCCCC3)n2C)n(C)c1=O | -2% | 2% | -18% |
| 70 | COC(=O)C1CCN(C(=O)COC(=O)C2CCN(S(=O)(=O)c3c(Cl)cccc3Cl)CC2)CC1 | 2% | -27%[0.505 µM] | -3% |
| 71 | CC1CN(c2nnnn2-c2ccccc2)CC(C)O1 (stereo not given) | 1% | 2% | 6% |
| 72 | COc1ccc(OC)c(N(CC(=O)NCCSC2CCCCC2)S(=O)(=O)c2ccccc2)c1 | ? | 3% | ? |
| 73 | CCc1ccc(NC(=O)CSC2=Nc3ccccc3C3=NC(CC(=O)NCc4ccccc4)C(=O)N23)cc1 (stereo not given) | -8% | 1% | 0% |
| 74 | COc1ccc(N2CCN(C(=O)c3ccccc3N(C)S(=O)(=O)c3ccccc3)CC2)cc1 | ? | 9% | ? |
| 75 | Cc1ccc(C(=O)c2oc3ccccc3c2NC(=O)Cc2coc3ccc(C)cc23)cc1 | ? | 7% | ? |

Next part
| No. | structure | DT40 TDP1 CPT | TDP1 inh | TDP1 cell noCPT |
| --- | --- | --- | --- | --- |
| 76 | C=CCOc1ccc(/C=C/C(=O)OCC(=O)NCc2cccc(OC)c2)cc1 | 2% | 0%[56.1 µM] | ? |
| 77 | Cc1ccc(-n2nc(C)c3c(C)cc(=O)n(CC(=O)Nc4cccc(C)c4C)c32)cc1 | -8% | 8% | 1.2µM* |
| 78 | O=C(NC1CCCC1)C(c1ccc(O)cc1)N(CC1CCCO1)C(=O)C1COc2ccccc2O1 (stereo not given) | ? | 5% | ? |
| 79 | Cc1ccc(Nc2nc(C)cc(C)c2C(N)=O)cc1 | ? | 4% | ? |
| 80 | COc1ccc(S(=O)(=O)N2CCC(C(=O)NCc3ccncc3)CC2)cc1 | 18% | 3% | -29% |
| 81 | Cc1sc2nc(SCC(=O)Nc3ccccc3F)[nH]c(=O)c2c1C | -6% | . | -22% |
| 82 | CN(Cc1ccc(F)cc1)S(=O)(=O)c1ccc2[nH]c(=O)[nH]c2c1 | -7% | . | -28% |
| 83 | O=CNc1cc(-c2ccc(C(=O)NC3CC3)cc2)cn2c(-c3ccccc3)cnc12 | 10µM* | . | 7.3µM* |
| 84 | CCN(CC)S(=O)(=O)c1ccc(-c2nnc(SCc3nnc(-c4ccc(C)cc4)o3)n2CC)cc1 | -28% | 7% | 14% |
| 85 | N#Cc1ccc(OCCN2CCc3ccccc3C2)cc1 | -20% | . | -22% |
| 86 | CCCCCCc1ccc(N2C[C@H](C)[C@@H](CC(=O)NCc3ccccc3)C2=O)cc1 | ? | . | ? |
| 87 | Nc1c(-c2ccccc2)c(CN2CCOCC2)nn1-c1ccc(C(=O)O)cc1 | -1% | 3% | -8% |
| 88 | CC1CN(C(=O)/C=C/c2ccc3c(c2)OCO3)CC(C)O1 (stereo not given) | -12% | 0% | -15% |
